# L3MBTL1 block: blocks human L3MBTL1. Q9Y468. AlphaScreen L3MBTL1–H3K9me1 peptide binding. Potency, µM (doses to about 57.1 µM), for inactives: top-dose activity, negative = inhibition, most hits filed as inhibitors. 0.66% of 230,000 active; further: on the % scale 0 is the no-effect control and ±100 the full control effect; nearly all actives have a fitted effect of over 60% in size
#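 L3MBTL1 (50 nM) pre-complexed 30 min with biotinylated H3(1-15)K9me1 peptide (75 nM), then compounds added for 30 min at room temperature; AlphaScreen streptavidin donor/nickel chelate acceptor beads (10 ug/mL final) read after 30 min dark incubation.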
# Tau fibril ThT: blocks human tau fibril formation measured by thioflavin T. 2.1% of 270,000 active. recombinant tau K18 P301L (four-repeat tau fragment), heparin-induced fibrillization, ThT fluorescence. AID 1460. Potency, µM (highest dose often 57.4 µM), inactives show at the top dose activity, negative = inhibition, hits mostly inhibitors; further: on the % scale 0 is the no-effect control and ±100 the full control effect; nearly all actives have a fitted effect of over 55% in size
# Target sequence (P10636 561-689 P618L limits assumed): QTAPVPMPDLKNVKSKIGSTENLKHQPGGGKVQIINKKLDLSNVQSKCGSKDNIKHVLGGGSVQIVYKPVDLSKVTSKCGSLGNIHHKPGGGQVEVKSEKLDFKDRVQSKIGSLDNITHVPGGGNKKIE
#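 Heparin-induced fibrillization of the P301L-mutant K18 repeat-domain fragment of human tau was followed by ThT binding in quantitative high-throughput format.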
# ALDH1A1 inh: ALDH1A1 (human) enzyme inhibition | 7.3% of 220,000 active | Purified ALDH1A1, NADH fluorescence, propionaldehyde substrate | P00352 | Potency, µM (highest dose often 75.3 µM), for inactives: top-dose activity, negative = inhibition, usual class: inhibitors; active means well fitted inhibition curve with a large enough effect, not every such curve was filed as active; inconclusive means small, poorly fitted or top-dose-only effect, or another doubt; inactive means no such curve, though single readings can be large or run the other way;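 further: plate controls were no enzyme wells and a reference inhibitor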
# Target sequence (P00352 whole entry, looked up): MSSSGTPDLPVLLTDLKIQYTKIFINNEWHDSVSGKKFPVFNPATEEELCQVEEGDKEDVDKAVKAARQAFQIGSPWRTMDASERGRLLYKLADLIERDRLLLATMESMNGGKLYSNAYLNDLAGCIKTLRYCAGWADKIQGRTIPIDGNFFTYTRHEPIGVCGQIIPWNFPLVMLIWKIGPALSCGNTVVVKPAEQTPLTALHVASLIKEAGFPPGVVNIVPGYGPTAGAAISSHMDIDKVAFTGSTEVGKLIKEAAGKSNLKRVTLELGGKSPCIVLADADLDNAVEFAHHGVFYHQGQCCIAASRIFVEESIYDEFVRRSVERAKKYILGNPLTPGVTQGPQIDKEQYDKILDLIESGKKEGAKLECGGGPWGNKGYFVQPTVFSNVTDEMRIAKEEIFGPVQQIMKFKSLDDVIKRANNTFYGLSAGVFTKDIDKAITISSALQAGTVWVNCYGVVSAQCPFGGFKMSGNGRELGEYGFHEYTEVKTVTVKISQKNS
# RECQ1 helicase: blocks DNA unwinding by human RECQ1; RECQ1 DNA unwinding, red fluorescence kinetic read; 0.54% of 240,000 active; P46063; Potency, µM (top dose mostly 57.3 µM), for inactives: at the top dose activity, negative = inhibition, actives largely listed as inhibitors; AID 2549;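 further: plate controls were vehicle for no effect and no enzyme for full effect; nearly all actives have a fitted effect of over 30% in size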
#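 RECQ1T1 50 nM; forked duplex (20 bp + 30-nt ss tails) 200 nM, ATP 2 mM final; pH 8.0, 2 mM MgCl2, 2.5 ug/ml poly(dI-dC); 15 min compound preincubation; discontinuous kinetic read over 2 h at RT.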
# JMJD2E inh: inhibitors of human JMJD2E histone demethylase; B2RXH2; JMJD2E catalytic domain, FDH-coupled NADH fluorescence (FDH is formaldehyde dehydrogenase); Potency, µM (titrated, usually from 57.1 µM), inactives show at the top dose activity change, negative = inhibition, usual class: inhibitors; 1.6% of 230,000 active; AID 2147; active means well fitted inhibition curve with a large enough effect, not every such curve was filed as active; inconclusive means small, poorly fitted or top-dose-only effect, or another doubt; inactive means no such curve, though single readings can be large or run the other way;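 further: 0% = wells with enzyme and -100% = buffer wells without enzyme; nearly all actives have a fitted effect of over 50% in size; many of its hits are not listed in these tables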
# Target sequence (B2RXH2 1-337 limits assumed): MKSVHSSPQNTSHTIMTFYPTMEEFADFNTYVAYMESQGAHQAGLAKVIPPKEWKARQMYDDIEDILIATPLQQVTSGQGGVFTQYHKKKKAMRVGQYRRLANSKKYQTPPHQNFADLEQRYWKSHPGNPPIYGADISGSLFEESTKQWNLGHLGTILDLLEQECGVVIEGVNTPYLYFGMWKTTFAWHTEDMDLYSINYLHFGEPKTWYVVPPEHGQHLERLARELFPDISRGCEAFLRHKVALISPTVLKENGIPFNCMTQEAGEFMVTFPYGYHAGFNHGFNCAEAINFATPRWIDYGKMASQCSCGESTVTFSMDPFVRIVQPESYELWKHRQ
# Lamin A splicing: modulators of lamin A splicing; Potency, µM (doses to about 46.1 µM), for inactives: at the top dose ratio change, negative = inhibition, hits mostly inhibitors; AID 1487; HeLa LMNA splicing GFP/RFP minigene ratio, 48 h; 0.01% of 200,000 active; active means well fitted inhibition curve with a large enough effect in the signal ratio, with a control signal flat, not every such curve was filed as active; inconclusive means small, poorly fitted or top-dose-only effect, or effect the other way, or a change in a side signal; the % refers to the signal ratio; further: on the % scale 0 is the no-effect control and ±100 the full control effect
#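 S3 HeLa cells stably expressing lamin A-EGFP splicing minigene plus DsRed2, 600 cells/well, 48 h compound exposure at 37C. Laser-scanning cytometry; analysed as GFP (500-530 nm)/RFP (575-640 nm) total intensity ratio; 0.5% DMSO vehicle.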
# KinaseGlo FLuc: counter-screen: inhibitors of Kinase-Glo firefly luciferase. Potency, µM (highest dose often 38.3 µM), inactives show at the top dose activity change, negative = inhibition, hits mostly inhibitors. Kinase-Glo luciferase, ATP luminescence, 8 min. Q27757. 0.28% of 200,000 active; further: on the % scale 0 is the no-effect control and ±100 the full control effect; nearly all actives have a fitted effect of over 60% in size
#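 Light output from Kinase-Glo luciferase with luciferin and 10 uM ATP in 50 mM imidazole pH 7.2, KCl, MgCl2, Tween 20, BSA; compound pin-delivered, 8-min ambient incubation, then luminescence read.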
# SMN2 splice enh: SMN2 splice variant enhancement; Potency, µM (doses to about 46.1 µM), for inactives: top-dose activity change, positive = activation, most hits filed as activators; HEK293 SMN2-luciferase splicing reporter, luminescence, 30-36 h; 2.8% of 210,000 active; further: % of control where 0% means no effect; nearly all actives have a fitted effect of over 55% in size
#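 HEK293 cells carry an SMN2 […]–luciferase reporter in which exon 7 inclusion puts luciferase in frame. Cells were plated 10-12 h before compound addition, then incubated 30-36 h at 37C. ONE-Glo luminescence was read; sodium butyrate at 4.5 mM final served as control.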
# Starred values were filed as active, the others as inactive; i = inactive; ? = inconclusive; nt = not tested or not shown; & = joins results of further samples; [ ] = remark or other dose. Unless noted, the call rests on the fitted dose curve; in most records, active means well fitted curve in the direction sought with a large enough effect; inconclusive means small, poorly fitted or top-dose-only effect, or another doubt; inactive means no such curve, though single readings can be large; an effect the other way counts as inactive or inconclusive. Potency means the concentration at half of the fitted maximal effect. This is a subset. The share of hits here may be higher or lower than overall.
canonical_smiles	Lamin A splicing	Tau fibril ThT	L3MBTL1 block	RECQ1 helicase	KinaseGlo FLuc	SMN2 splice enh	JMJD2E inh	ALDH1A1 inh
COc1cc2[nH]c(=S)nc(Nc3ccc(NC(C)=O)cc3)c2cc1OC	?	?	?	-14%	0%	12%	-15%	0%
Cc1ccc(S(=O)(=O)N2CCCCC2)cc1NC(=O)Nc1ccc(Cl)cc1Cl	nt	10%	1%	i	-4%	-15%	-1%	10%
CCC(NC(=O)c1ccccc1NC(=O)c1ccco1)C(=O)NNC(=O)c1ccncc1 (configuration not stated)	nt	-12%	1%	-4%	nt	nt	14%	nt
CCCOc1ccc(/C(O)=C2/C(=O)C(=O)N(CCN(C)C)C2c2ccc(OC)c(OC)c2)cc1 (configuration not stated)	13%	-11%	25%	0%	1%	-2%	-6%	?
CCOC(=O)/C(C#N)=C/c1cc(C)n(-c2ccccc2)c1C	-17%	?	nt	-10%	-6%	-73%[inhibitor]	-29%	11µM*
O=C(COc1ccc2ccccc2c1)NCCNC(=O)COc1ccc2ccccc2c1	9%	-16%	nt	-30%	2%	-1%	-5%	-3%
CCCCNC(=O)NS(=O)(=O)c1ccc(C(=O)OC(C)C)o1	-7%	1%	7%	-4%	4%	-9%	5%	0%
CCCCN(CC)CCNC(=O)CCNC(=O)Cn1ccc2ccccc2c1=O	nt	2%	nt	i	1%	-23%	-15%	2%
CCN1CCN(CC(=O)Nc2cc(F)ccc2C)CC1	12%	-10%	nt	-3%	14%	7%	1%	8%
Cc1ccc(Nc2c(-c3ccccn3)nc3cc(C)ccn23)cc1	nt	?	nt	16%	-3%	-75%[inhibitor]	0%	-5%
CC(C)(C)n1ncc2c(=O)n(CC(=O)Nc3ccccc3)cnc21	4%	-5%	5%	-3%	1%	-13%	6%	9%
C/C(N)=C(/C#N)C(=O)CSc1ccccc1F	-9%[46 µM]	1%	3%	-6%	-1%	?	7%	?
O=C(C#Cc1ccccc1)c1cccc([N+](=O)[O-])c1	-3%	?	nt	-9%	18%	-30%[inhibitor]	-8%	?
Cc1ccc(CNC(=O)COC(=O)c2ccc(S(=O)(=O)N3CCCC3)cc2)cc1	-4%	-3%	nt	i	-2%	7%	9%	?
C/C(=N/Nc1nc(-c2ccccc2)cc(-c2ccc(F)cc2)n1)c1cccc(N)c1	?	?	-27%	-1%	-4%	-45%[inhibitor]	?	16%
CCOC(=O)c1ccc(CC(=O)c2ccc(O)c(O)c2O)o1	nt	16µM*	?	1.4µM*	nt	nt	3.2µM*	10µM*
Cc1nc(Cl)c(C(=O)NCCC(C)C)c(C)c1[N+](=O)[O-]	-13%	2%	6%	-2%	1%	-7%	3%	2%
O=C(CCSc1ccc(Br)cc1)Nc1cccnc1	nt	-5%	4%	i	-1%	7%	9%	4%
O=C(/C=C/c1ccc(F)cc1)Nc1cccc(S(=O)(=O)Nc2cccc(C(F)(F)F)c2)c1	?	13%	4%	-1%	1%	-1%[1.84 µM]	5%	13%
CCOC(=O)c1[nH]cnc1C(=O)Nc1ccc(F)cc1	?	-6%&-3%	5%	i	-4%	1%	7%	-10%
COCCCNC(=S)NC(=O)c1ccc([N+](=O)[O-])cc1	8%	-9%	6%	-1%	-4%	?	7%	20µM*
COc1ccc(C(=O)N(CN2CCCC2=O)c2ccc(C)cc2)cc1	3%	8%	40%[activator]	-8%	-2%	-22%	0%	?
CCOC(=O)CN1C(=O)S/C(=C/c2ccc(OC)c([N+](=O)[O-])c2)C1=O	-8%	-2%	-11%	-14%	0%	-8%	8%	13µM*
CC(C)(C)c1ccc(OCCNC(=S)Nc2ccccc2)cc1	nt	-4%	-14%	5%	1%	-41%[inhibitor]	6%	4%
Cc1ccc(Cn2ccc(NC(=O)c3cc(-c4ccc(Br)cc4)on3)n2)cc1	-2%	-10%	0%	i	9%	-14%	13%	-3%
CN(Cc1cnccn1)Cc1c(C(=O)N2CCc3ccccc3C2)nc2ccc(Cl)cn12	nt	3%	7%	i	0%	2%	-8%	18µM*
COc1ccc(C)cc1S(=O)(=O)N(C)CC(=O)N1CCCCCC1	-1%	-1%	1%	-4%	3%	4%	3%	?
CC(C)CNS(=O)(=O)c1ccc(CCC(=O)Nc2ccc3c(c2)OCO3)cc1	-10%	-7%	-13%[11.4 µM]	-1%	3%	6%	1%	?
CC(C)[C@@H]1NC(=O)c2cc([N+](=O)[O-])cc(I)c2NCCCC[C@@H](C(=O)NC(CC(=O)O)C(N)=O)NC(=O)[C@H](CO)NC1=O (some centres not stated)	-8%	-8%	?	-11%	2%	8%	4%	3%
N#Cc1ccccc1Sc1ccccc1C(=O)OCC(=O)N1CCN(C(=O)c2ccco2)CC1	-1%	1%	-13%	-4%	-5%	-20%	1%	14µM*
CC(C)=CCC(C)(C)CNC(=O)NC1CCCCC1	-13%	10%	58%[activator]	-6%	0%	1%	-2%	-2%
CCN(CC)c1ccc(NC(=O)COc2ccc(N(C)S(=O)(=O)c3cccs3)cc2)cc1	2%[46 µM]	-12%	?	-13%	3%	0%	-1%	-9%
CC(=O)c1cc(-c2ccccc2)n(CC(=O)N2CCN(C3CCCC3)CC2)c1C	11%	-11%	-6%	-2%	2%	22%	3%	-3%
Cc1sc2ncnc(SCC(=O)NC(=O)c3cccn3C)c2c1C	-11%[46 µM]	?	nt	-6%	0%	-39%[inhibitor]	-4%	?
CC(C)C(=O)N1CCC(c2nc(-c3ccc(S(=O)(=O)N4CCCC4)cc3)no2)CC1	0%	-4%	-1%	0%	5%	-52%[inhibitor]	8%	-5%
O=C(NCCc1ccccc1)C1CCCN1S(=O)(=O)c1ccccc1 (configuration not stated)	nt	-6%	nt	i	nt	nt	4%	5%
CCC(C)n1c(=N)c(C#N)cc2c(=O)n3ccccc3nc21 (configuration not stated)	-3%	4%	3%	-1%	0%	2%	?	?
COC(=O)c1ccc2c(=O)n(-c3ccccc3)c(=S)[nH]c2c1	?	-10%	nt	-1%	-2%	-47%[inhibitor]	12%	?
CC(C)Oc1cccc(C(=O)Nc2ccc(NC(=O)c3ccco3)cc2)c1	8%	-9%	-6%	4%	-4%	-4%	44%[activator]	37%[activator]
O=C1OCCC1Sc1nnc(-c2ccc(Br)cc2)o1 (configuration not stated)	13%	-10%	4%	i	1%	-2%	18%	-7%
CCOc1ccc(/C=C2/C(=N)N3OC(C)=CC3=NC2=O)cc1OC	nt	?	nt	-5%	nt	nt	?	?
O=C(Nc1ccc(Cl)c(Cl)c1)c1ccc(Cn2cc(Cl)cn2)cc1	?	7%	2%	-11%	-1%	-87%[inhibitor]	-7%	6%
COCc1cc(C)nc(OCC(=O)N/N=C/c2ccc(-c3cc([N+](=O)[O-])ccc3C)o2)c1C#N	-13%	-20%	3%	-14%	1%	-4%	?	-7%
CCCCCn1c(=O)c(Cc2ccccc2)c(O)c2ccccc21	?	-10%	27%	0%	0%	-10%	?	-13%
c1ccc2c(-c3nn4nnnc4c4ccccc34)cccc2c1	3%	?	nt	-4%	6%	-46%[inhibitor]	-28%	?
CCS(=O)(=O)c1cc([N+](=O)[O-])c(Sc2ccccc2N)s1	nt	10µM*	-14%	-2%	nt	nt	?	3.5µM*
O=C1c2cc([N+](=O)[O-])ccc2-c2ncccc21	nt	-3%	-6%	-10%	nt	nt	5%	8%
COc1ccc(NC(=O)c2cc(-c3ccccc3)oc2C)cc1	5%	?	-6%	17%	-5%	-5%	0%	?
CCCN1CCN(c2ccc([N+](=O)[O-])cc2C#N)CC1	?	-6%	-9%	i	3%	4%	-1%	-7%
CC1=C(CC/C(C)=N/NC(N)=S)C(C)(C)CCC1	7%	?	8%	-3%	2%	-6%	-6%	28µM*

# Further records follow.
canonical_smiles	Lamin A splicing	Tau fibril ThT	L3MBTL1 block	RECQ1 helicase	KinaseGlo FLuc	SMN2 splice enh	JMJD2E inh	ALDH1A1 inh
Cn1c(/C=N/n2cnnc2)nc2ccccc21	6%	-13%	1%	0%	-5%	-6%	?	?
O=C1C(=O)N(CCN2CCOCC2)C(c2ccncc2)/C1=C(/O)c1ccc2c(c1)OCO2 (configuration not stated)	3%	-11%	5%[11.4 µM]	0%	1%	-13%	?	?
O=C(/C=C/c1ccccc1)NCCSCc1ccccc1	-4%	10%	29%	-10%	-1%	25%	-1%	1µM*
COc1ccc(NC(=S)NCC2CCCO2)c(C)c1 (configuration not stated)	3%	-2%	0%	-4%	-3%	17%	10%	-7%
Cc1nc([N+](=O)[O-])cn1CC(=O)Nc1ccc2c(c1)OCO2	-9%[46 µM]	1%	0%	-4%	1%	5%	-16%	11%
COCCN1C2=C(COC(C)(C)C2)C(=S)NC1c1ccccc1 (configuration not stated)	nt	-13%	0%	-4%	nt	nt	?	nt
C/C(=N\N1CCN(c2ccc(Cl)cc2)CC1)c1cccs1	5%	-11%	2%	0%	-3%	-12%	5%	2%
CCCCOc1ccc(/C=C/C(=O)OCC(=O)NC(=O)NCC(C)C)cc1OCC	-7%	4%	8%	-5%	-3%	4%	3%	?
O=c1oc2ccc(Br)cc2cc1-c1nc2ccccc2o1	-1%	?	0%	1%	-7%	-1%	?	7%
CN(CC(=O)Nc1ccc(F)cc1)CC(=O)Nc1ccc(Cl)c(S(=O)(=O)N2CCOCC2)c1	nt	0%	-3%	4%	nt	nt	-2%	nt
Cn1ccnc1C(O)c1ccccc1 (configuration not stated)	-1%[46 µM]	-3%	nt	-7%	4%	-4%	?	9%
N/C(=N\OC(=O)COc1ccc(Cl)cc1Br)c1cccnc1	nt	1%	nt	-14%	-2%	-1%	2%	-6%
COc1ccccc1Nc1nc2nonc2[nH]c1=O	nt	0%	-12%	-10%	0%	nt	-9%	?
